VP16 counter = VP16 counterscreen qHTS for inhibitors of ROR gamma transcriptional activity. Drosophila S2 Gal4-VP16 UAS-luciferase, luminescence, 20 h. 310,000 compounds, 3.5% hits. Potency, µM (highest dose often 53.6 µM), inactives show top-dose activity, negative = inhibition, hits mostly inhibitors. AID 2546, 2010;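 also: Gal4-VP16 expression switched on by copper sulfate through the metallothionein promoter; % is scaled to controls: 0 for no effect and ±100 for the full control effect; nearly all actives have a fitted effect of over 50% in size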
MLL CXXC-DNA inh = qHTS Fluorescence Polarization Assay for Inhibitors of MLL CXXC domain - DNA interaction | MLL-CXXC / FITC-HOXA9 DNA fluorescence polarization | Potency, µM (series often up to 115 µM), inactives show top-dose activity change, negative = inhibition, usual class: inhibitors | 290,000 compounds, 0.037% hits | AID 2662, 2010; active = well fitted inhibition curve with a large enough effect in the polarisation, with a control signal flat, not every such curve was filed as active; inconclusive = small, poorly fitted or top-dose-only effect, or effect the other way, or a change in a side signal; inactive = no such curve, though single readings can be large or run the other way; the % refers to the polarisation
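Purified MLL-CXXC (added from a 7 uM solution) was preincubated 5 min at ambient with pinned compounds in 50 mM Tris-HCl pH 7.5, 50 mM NaCl, 1 mM DTT, 0.05% BSA. Fluorescein-labeled HOX-A9 DNA (50 nM solution) followed, 30 min, then polarization read.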
MBNL1 CUG block = qHTS Assay for Inhibitors of MBNL1-poly(CUG) RNA binding | Muscleblind-like protein 1 (Homo sapiens), Q9NR56 | TR-FRET MBNL1-His/biotin-(CUG)12 binding, 665/545 ratio | Potency, µM (top dose mostly 57.5 µM), for inactives: top-dose activity change, negative = inhibition, actives largely listed as inhibitors | 280,000 compounds, 0.036% hits | AID 2675, 2010; active = well fitted inhibition curve with a large enough effect in the signal ratio, with a control signal flat, not every such curve was filed as active; inconclusive = small, poorly fitted or top-dose-only effect, or effect the other way, or a change in a side signal; inactive = no such curve, though single readings can be large or run the other way; the % refers to the signal ratio; also: % is scaled to controls: 0 for no effect and ±100 for the full control effect
Target sequence (Q9NR56 whole entry, looked up): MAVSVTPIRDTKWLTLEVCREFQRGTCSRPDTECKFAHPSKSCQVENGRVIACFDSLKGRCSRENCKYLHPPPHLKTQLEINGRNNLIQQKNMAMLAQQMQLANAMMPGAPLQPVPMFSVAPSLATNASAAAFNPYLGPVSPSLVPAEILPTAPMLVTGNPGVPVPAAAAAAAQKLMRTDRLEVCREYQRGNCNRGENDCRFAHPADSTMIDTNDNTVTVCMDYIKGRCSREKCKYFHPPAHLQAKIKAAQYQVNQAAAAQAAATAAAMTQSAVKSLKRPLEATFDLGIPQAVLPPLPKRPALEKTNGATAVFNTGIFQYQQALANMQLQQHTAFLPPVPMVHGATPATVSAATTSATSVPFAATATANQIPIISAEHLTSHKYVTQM
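His-tagged MBNL1 binding to biotinylated (CUG)12 RNA was measured by TR-FRET using terbium anti-His antibody (0.055 ng/ul final) and streptavidin-XL665 (5 nM final). Compounds were titrated 92 nM to 58 uM; 60 min at room temperature.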
FLuc counter = qHTS profiling assay for firefly luciferase inhibitor/activator using purifed enzyme and Km concentrations of substrates (counterscreen for miR-21 project); Potency, µM (titrated, usually from 57.5 µM), for inactives: at the highest dose activity change, negative = inhibition, most hits filed as inhibitors; purified FLuc, Km substrates, luminescence inhibition; 360,000 compounds, 6.9% hits; AID 588342, 2011; Luciferin 4-monooxygenase (Photinus pyralis), P08659;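 also: plate controls were vehicle for no effect and reference inhibitor for full effect; nearly all actives have a fitted effect of over 55% in size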
Target sequence (P08659 whole entry, looked up): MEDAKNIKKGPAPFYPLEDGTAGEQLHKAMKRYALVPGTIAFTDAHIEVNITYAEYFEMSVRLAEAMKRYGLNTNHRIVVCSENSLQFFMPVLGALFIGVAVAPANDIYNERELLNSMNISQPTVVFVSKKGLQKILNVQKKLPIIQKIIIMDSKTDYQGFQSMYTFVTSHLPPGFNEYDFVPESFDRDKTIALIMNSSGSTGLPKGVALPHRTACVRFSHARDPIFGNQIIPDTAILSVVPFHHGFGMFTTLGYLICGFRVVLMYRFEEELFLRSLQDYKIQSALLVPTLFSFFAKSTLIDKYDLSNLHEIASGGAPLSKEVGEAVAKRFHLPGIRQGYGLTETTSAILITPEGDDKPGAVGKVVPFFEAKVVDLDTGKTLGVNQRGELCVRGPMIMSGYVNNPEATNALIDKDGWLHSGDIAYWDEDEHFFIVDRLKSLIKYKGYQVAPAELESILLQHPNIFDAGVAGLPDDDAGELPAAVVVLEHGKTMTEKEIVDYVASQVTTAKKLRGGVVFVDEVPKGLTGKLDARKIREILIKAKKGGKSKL
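Purified P. pyralis luciferase (10nM final) with 10uM D-luciferin and 10uM ATP (Km levels) in 50mM Tris acetate pH 7.5, 10mM Mg acetate, 0.01% Tween-20, 0.05% BSA; qHTS 6-point titration, ~60 µM downward; luminescence read.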
NPC1 promoter act = qHTS Assay for NPC1 Promoter Activators. AID 485313, 2010. Potency, µM (highest dose often 9.22 µM), inactives show at the top dose activation, hits mostly activators. 320,000 compounds, 2.4% hits. Huh7 NPC1 promoter luciferase reporter, 24 h;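 also: % of control where 0% means no effect; nearly all actives have a fitted effect of over 60% in size; reporter is driven by a mutant NPC1 promoter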
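Huh7 reporter cells (NPC1 promoter driving luciferase) are dosed with compound for 24 h at 37 °C, 5% CO2; luciferase detection reagent is then added and luminescence measured after 10 min at ambient temperature.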
BRCA1 expr act = qHTS Assay to Identify Small Molecule Activators of BRCA1 Expression | 380,000 compounds, 1.1% hits | MCF7-BRCA1-FFLuc reporter, luminescence, 48 h; response scale: scaled: vehicle 0%, 10 µM genistein 100% | AID 624202, 2012 | Potency, µM (doses to about 46.1 µM), without a hit: top-dose activation, actives largely listed as activators; also: nearly all actives have a fitted effect of over 80% in size; some results filed as inactive show a strong effect at the top dose
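First, MCF7-BRCA1-FFLuc cells (2000/well) attach for 2 h; next, compounds are pin-added and incubated 48 h at 37 °C; finally, luciferase reagent is added and luminescence read after 15 min.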
ELG1 genotox = qHTS screen for small molecules that induce genotoxicity in human embryonic kidney (HEK293T) cells expressing luciferase-tagged ELG1; 330,000 compounds, 1.3% hits; Potency, µM (series often up to 46 µM), for the others: at the highest dose activity change, positive = activation, actives largely listed as activators; HEK293T ELG1-luciferase reporter, luminescence, 16 h; also: % of control where 0% means no effect; nearly all actives have a fitted effect of over 60% in size
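Step 1: seed 2,000 HEK293T ELG1-luciferase cells per well. Step 2: add compound or DMSO, incubate 16 hr at 37 °C. Step 3: ONE-Glo, 30 min at room temperature, read luminescence.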
p53 reactivator = qHTS assay for re-activators of p53 using a Luc reporter | H1299 p53-A138V BP100-luciferase reporter, luminescence, 24 h | 320,000 compounds, 0.063% hits | AID 504706, 2011 | Potency, µM (series often up to 92.2 µM), for the others: at the top dose activity change, positive = activation, hits mostly activators; also: % of control where 0% means no effect; nearly all actives have a fitted effect of over 45% in size
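H1299 (p53-null), stable ts p53-A138V + BP100-Luc; 1000 cells/well, Opti-MEM/10% FBS; cpd 4 pt, 1:5; 24 h, 37 deg C, 5% CO2; detection reagent 10 min RT; luminescence.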
RORg inh = qHTS for inhibitors of ROR gamma transcriptional activity; Potency, µM (doses to about 53.6 µM), for the others: top-dose activity change, negative = inhibition, most hits filed as inhibitors; Nuclear receptor ROR-gamma (Mus musculus), P51450; AID 2551, 2010; 310,000 compounds, 5.4% hits; Drosophila S2 Gal4-RORgamma UAS-luciferase reporter, 20 h; also: % is scaled to controls: 0 for no effect and ±100 for the full control effect; nearly all actives have a fitted effect of over 60% in size
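Using a luciferase readout, inhibitors were identified by reduced reporter activity in Drosophila cells coexpressing a copper-inducible Gal4–ROR gamma fusion and UAS-driven Photinus luciferase, incubated 20 hr after 700 uM copper sulfate.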
Rab9 promoter act = qHTS Assay for Rab9 Promoter Activators; Huh7 Rab9 promoter-luciferase reporter, luminescence, 24 h; Potency, µM (top dose mostly 9.22 µM), for inactives: top-dose activation, negative = inhibition, most hits filed as activators; 320,000 compounds, 2.8% hits; AID 485297, 2010; also: % of control where 0% means no effect; nearly all actives have a fitted effect of over 60% in size
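Rab9 promoter-driven luciferase in stably transfected Huh7 cells; 1500 cells/well rested 2 h, exposed to compound in DMSO for 24 h at 37 °C, 5% CO2. Luminescence read 10 min after adding luciferase reagent at ambient temperature.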
uPA generation = qHTS for Inhibitors of Cell Surface uPA Generation. cell surface uPA generation assay, qHTS. Potency, µM (top dose mostly 38.3 µM), for inactives: at the highest dose activity change, negative = inhibition, hits mostly inhibitors. 330,000 compounds, 0.31% hits. AID 540303, 2011; active = well fitted inhibition curve with a large enough effect; inconclusive = small, poorly fitted or top-dose-only effect; inactive = no such curve, though single readings can be large or run the other way; tested in mouse RAW 264.7 cells; also: % is scaled to controls: 0 for no effect and ±100 for the full control effect; nearly all actives have a fitted effect of over 55% in size
* = called active by the depositor; ? = inconclusive; . = not tested or not shown. Unless noted, calls follow the shape of the dose curve; as a rule, active = well fitted curve in the direction sought with a large enough effect; inconclusive = small, poorly fitted or top-dose-only effect, or another doubt; inactive = no such curve, though single readings can be large; an effect the other way counts as inactive or inconclusive. Potency is read from the fitted curve at half-maximal effect. These rows are one share of the data; rates above refer to the full screens.

SMILES | VP16 counter | MLL CXXC-DNA inh | MBNL1 CUG block | FLuc counter | NPC1 promoter act | BRCA1 expr act | ELG1 genotox | p53 reactivator | RORg inh | Rab9 promoter act | uPA generation
CC1CCCN(c2nc3ccccc3nc2C(C#N)S(=O)(=O)c2ccccc2)C1 (stereo not drawn) | 8% | -1% | ? | 0% | 2% | -60% | -1% | ? | ? | 0% | -2%
Cc1ccc(C)c(OC(=O)c2cncc(Br)c2)c1 | -1% | 2% | -4% | -2% | 2% | -4% | -2% | -2% | 11% | 2% | 0%
Cc1cccc(NC(=S)NNC(=O)Cc2ccccc2)c1 | ? | -2% | -8% | 3% | 0% | -21% | 0% | -9% | 11µM* | -5% | 6%
CCOC(=O)C1=C(CC)Nc2ccccc2N=C1NC(=O)c1ccc(S(=O)(=O)N2CCOCC2)cc1 | -14% | -4% | . | 6% | -6% | -19% | -4% | -3% | -26% | -2% | 0%
Cc1c(NC(=O)CSc2nccn2C)c(=O)n(-c2ccccc2)n1C | 4% | 13% | -7% | 1% | 1% | -1% | 2% | -2% | 17% | -5% | .
Cn1c(=O)[nH]c2c(Cl)nccc21 | -5% | -9% | . | 2% | 2% | -16% | 2% | 1% | 8% | -3% | 2%
CN(CC(=O)NC(=O)NCc1ccco1)Cc1nc2ccccc2c(=O)[nH]1 | 3.5µM* | -1% | -9% | 5% | -3% | -19% | 1% | 9% | 1µM* | 7% | 7%
CCCCN(Cc1ccccc1)C(=O)C1CCCN(S(=O)(=O)c2cnc[nH]2)C1 (stereo not drawn) | -5% | -7% | 0% | 5% | 0% | -19% | 3% | -8% | 8% | -8% | -3%
CC(=O)NCC(c1cccs1)S(=O)(=O)c1ccc(F)cc1 (stereo not drawn) | 9% | -6% | -8% | -1% | -2% | -7% | 0% | -5% | 15% | -7% | -2%
CCc1nnc(NS(=O)(=O)c2ccc(N=Cc3c(C)[nH]n(-c4ccc(C)cc4)c3=O)cc2)s1 | 0% | 19% | ? | ? | 3% | 16% | 1% | -4% | 0% | 1% | ?
CCCCN(C(=O)/C=C/c1ccco1)c1c(N)n(CCC)c(=O)[nH]c1=O | -15% | -3% | -9% | 3% | 1% | -2% | 6% | 5% | -1% | 2% | 4%
CCCNC(=O)c1oc2ccc3c(c2c1C)C(O)CC(C)(C)O3 (stereo not drawn) | -13% | -5% | -2% | -8% | 7% | 61% | 9% | 14% | -16% | 20% | -4%

In another format: entries from further up
compound	VP16 counter	MLL CXXC-DNA inh	MBNL1 CUG block	FLuc counter	NPC1 promoter act	BRCA1 expr act	ELG1 genotox	p53 reactivator	RORg inh	Rab9 promoter act	uPA generation
Cc1cccc(NC(=S)NNC(=O)Cc2ccccc2)c1	?	-2%	-8%	3%	0%	-21%	0%	-9%	11µM*	-5%	6%
Cn1c(=O)[nH]c2c(Cl)nccc21	-5%	-9%	.	2%	2%	-16%	2%	1%	8%	-3%	2%
CN(CC(=O)NC(=O)NCc1ccco1)Cc1nc2ccccc2c(=O)[nH]1	3.5µM*	-1%	-9%	5%	-3%	-19%	1%	9%	1µM*	7%	7%
Cc1ccc(C)c(OC(=O)c2cncc(Br)c2)c1	-1%	2%	-4%	-2%	2%	-4%	-2%	-2%	11%	2%	0%
Cc1c(NC(=O)CSc2nccn2C)c(=O)n(-c2ccccc2)n1C	4%	13%	-7%	1%	1%	-1%	2%	-2%	17%	-5%	.

Next part
SMILES | VP16 counter | MLL CXXC-DNA inh | MBNL1 CUG block | FLuc counter | NPC1 promoter act | BRCA1 expr act | ELG1 genotox | p53 reactivator | RORg inh | Rab9 promoter act | uPA generation
O=C(Nc1ccc(Br)cc1)C1CCCN1S(=O)(=O)c1cccs1 (stereo not drawn) | 9% | 1% | 3% | 2% | -2% | -32% | -15% | 3% | 32% | -3% | 0%
CCn1c(SCC(N)=O)nc2cc(S(=O)(=O)N3CCOCC3)ccc21 | -15% | -3% | -3% | -3% | -4% | -3% | 1% | -1% | 1% | 3% | 1%
COC(=O)c1ccc(OCC(O)CN(CC(C)C)CC(C)C)cc1 (stereo not drawn) | -9% | -3% | -10% | -2% | 3% | -25% | -1% | -1% | ? | 2% | 10%
Cc1ccccc1-c1ccc(Nc2ccc(C(=O)N3CCOCC3)cc2)nn1 | 4% | -1% | -5% | -27% | -4% | -16% | 2% | 1% | 19% | -2% | -5%
Cc1ccccc1Cn1c(=O)n(CCCC(=O)NCc2ccco2)c(=O)c2sccc21 | -19% | -3% | 1% | -5% | 1% | -25% | -6% | -3% | 16% | -4% | -13%
CCOc1ccccc1NC(=O)C(=O)/C=C(\O)c1cc(OC)ccc1OC | ? | -14% | 1% | 1% | -2% | -31% | 6% | 0% | ? | 0% | -7%
CC(C)Oc1ccc(CCC(=O)N/N=C/c2ccncc2)cc1 | -6% | 3% | -4% | -14% | 5% | -45% | 0% | 0% | 20µM* | 0% | 0%
CC(CCc1ccc(O)cc1)NC1C2CC3CC(C2)CC1C3 (stereo not drawn) | 3% | 13% | . | 6% | -2% | -15% | -2% | -3% | -12% | -6% | -3%
CCN(CC(=O)Nc1c(F)cccc1F)C(=O)CNC(=O)c1cccc(C)c1 | 11% | -6% | 0% | -2% | -3% | 47% | 4% | -2% | -1% | -3% | -8%
O=C(CSc1ccccc1)Nc1nnc(COc2ccc(Cl)cc2)s1 | ? | 4% | -4% | ? | -2% | 30% | -1% | 7% | 11µM* | 0% | 0%
CCCn1c(N)c(C(=O)CN(C)CC(=O)Nc2cccc(F)c2)c(=O)[nH]c1=O | . | . | . | 5% | -4% | 0% | 0% | -2% | . | -2% | 4%
CCOc1ccc(C(=O)/C=C/c2ccc(SC)cc2)cc1 | 2% | 24% | 9% | 5.4µM* | 1% | 13% | 0% | 2% | ? | -1% | .
CC(=O)c1c(NCCc2ccccc2)cc(C)oc1=O | 4% | 1% | -18% | 1% | -2% | -36% | ? | -13% | -14% | -4% | .
O=C(CCN1C(=O)C2C3C=CC(C3)C2C1=O)NCCc1ccccc1Cl (stereo not drawn) | 2% | 7% | 1% | 0% | -3% | 29% | 1% | 5% | 13% | 3% | 3%
O=C(NC(=O)c1cccc(OC(F)(F)C(F)F)c1)OC1CCS(=O)(=O)C1 (stereo not drawn) | 11% | 0% | 0% | -1% | -1% | 7% | 0% | 4% | ? | 0% | -3%
CCCC(=O)N1CCN(c2nc3ccccc3s2)CC1 | ? | -4% | -6% | 7.6µM* | 1.4µM* | ? | ? | ? | ? | 1.1µM* | ?
Cc1nnc(Nc2ccccc2F)s1 | -16% | 5% | -7% | -7% | 1% | 58% | 0% | -1% | 24% | 17% | -1%
O=[N+]([O-])c1cccc(S(=O)(=O)NCc2ccncc2)c1 | 10µM* | -6% | ? | 0% | -16% | -19% | -3% | -2% | 23% | -21% | 0%
CCc1ccc(C2=NN(CCC(=O)NC(C)CCc3ccccc3)C(=O)CC2)cc1 (stereo not drawn) | -3% | -2% | -1% | -15% | -1% | -39% | -3% | 1% | ? | -4% | 2%
Cc1ccc(C)c(NC(=O)Cc2nc(CCl)cs2)c1 | ? | -6% | 4% | -2% | 0% | -31% | -6% | 0% | -14% | 1% | 2%
CCC1(C)Cc2ccccc2-c2nc3n(c(=O)c21)CCCCC3 (stereo not drawn) | 14% | -1% | -3% | 2% | 0% | -11% | 8% | 7% | -5% | -1% | .
Cc1nc(C)c(C(=O)NNS(=O)(=O)c2ccc3ccccc3c2)s1 | 1µM* | -6% | . | -2% | -2% | -56% | -2% | 0% | ? | -10% | -2%

Screening results deposited in PubChem by National Center for Advancing Translational Sciences (NCATS).
